High-throughput results (PubChem BioAssay)
AMA1 RON2 block = qHTS for Inhibitors of AMA1-RON; Towards Development of Antimalarial Drug Lead: Primary Screen. Plasmodium falciparum AMA1 (3D7) - RON2 peptide interaction. AID 720542, 2013. Potency, µM (doses to about 58.2 µM), for the others: top-dose activity change, negative = inhibition, most hits filed as inhibitors. 360,000 compounds, 0.2% hits. AlphaScreen AMA1-biotinylated RON2 peptide binding;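 also: potency is read from the fitted curve at half-maximal effect; 0% = vehicle wells and -100% = peptide control; nearly all actives have a fitted effect of over 45% in size; some results filed as inactive show a strong effect at the top dose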
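AMA1 (3D7) with his tag at 25 nM final met compounds first, then biotinylated RON2 peptide at 25 nM; detection used donor plus acceptor beads, 10 µg/mL apiece, read by AlphaScreen after 30 min at room temperature.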
AmpC inh detg = qHTS Inhibitors of AmpC Beta-Lactamase (assay with detergent). P00811. AmpC hydrolysis of nitrocefin, absorbance 480 nm, 0.01% Triton. Potency, µM (series often up to 114 µM), inactives show at the highest dose activity change, negative = inhibition, most hits filed as inhibitors. AID 485294, 2010. 370,000 compounds, 0.041% hits;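 also: potency is read from the fitted curve at half-maximal effect; 0% = no-compound wells and -100% = no-enzyme wells; nearly all actives have a fitted effect of over 25% in size; some results filed as inactive show a strong effect at the top dose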
Target sequence (P00811 whole entry, looked up): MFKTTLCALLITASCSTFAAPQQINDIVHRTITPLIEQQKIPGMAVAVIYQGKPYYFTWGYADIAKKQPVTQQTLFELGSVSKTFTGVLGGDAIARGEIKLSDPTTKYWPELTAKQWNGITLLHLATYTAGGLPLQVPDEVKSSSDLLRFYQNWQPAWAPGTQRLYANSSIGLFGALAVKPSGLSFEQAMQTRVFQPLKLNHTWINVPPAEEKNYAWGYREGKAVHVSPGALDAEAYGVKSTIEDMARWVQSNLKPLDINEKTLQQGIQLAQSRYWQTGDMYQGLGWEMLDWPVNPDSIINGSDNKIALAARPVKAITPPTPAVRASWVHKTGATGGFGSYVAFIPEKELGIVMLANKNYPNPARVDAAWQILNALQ
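20 mM phosphate pH 7.0 + 0.01% (detergent screen) or 0.0001% Triton X-100; 5.3 nM AmpC reagent; cpd preinc 15 min RT; nitrocefin (800 uM stock) to start; A480 q20 s × 4 min; Activity was normalised to no-enzyme and no-compound control wells.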
LmPK inhibitor = qHTS Assay for Inhibitors of Leishmania Mexicana Pyruvate Kinase (LmPK) | 290,000 compounds, 0.37% hits | AID 1721, 2009 | Potency, µM (doses to about 57.5 µM), for the others: at the top dose activity change, negative = inhibition, usual class: inhibitors | Q27686 | purified LmPK, Kinase-Glo ATP luminescence, 1 h; also: potency is read from the fitted curve at half-maximal effect
Target sequence (Q27686 whole entry, looked up): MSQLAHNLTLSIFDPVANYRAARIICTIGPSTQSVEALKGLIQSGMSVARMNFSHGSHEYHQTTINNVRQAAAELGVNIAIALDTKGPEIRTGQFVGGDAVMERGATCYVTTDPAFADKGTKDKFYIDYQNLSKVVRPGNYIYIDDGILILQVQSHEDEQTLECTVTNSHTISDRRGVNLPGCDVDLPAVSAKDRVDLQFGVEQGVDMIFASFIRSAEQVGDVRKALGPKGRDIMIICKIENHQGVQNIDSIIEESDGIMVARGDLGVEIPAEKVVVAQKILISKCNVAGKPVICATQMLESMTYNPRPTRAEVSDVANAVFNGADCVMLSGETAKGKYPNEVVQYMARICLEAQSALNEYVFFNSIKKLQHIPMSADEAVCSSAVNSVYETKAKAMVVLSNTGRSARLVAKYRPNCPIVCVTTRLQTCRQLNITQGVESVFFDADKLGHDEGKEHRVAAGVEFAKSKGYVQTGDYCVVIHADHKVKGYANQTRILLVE
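ATP generated from ADP (0.1 mM) and PEP (0.5 mM) by 0.1 nM LmPK over 1 h at room temperature (pH 7.2 imidazole buffer) was detected by coupled luciferase luminescence. Values were normalized to uninhibited and no-enzyme wells.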
HCV inh = qHTS Assay for Inhibitors of Hepatitis C Virus (HCV); Huh7.5.1 HCVcc-Cre infection, luciferase reporter, 44 h; Potency, µM (doses to about 41.8 µM), without a hit: at the top dose activity change, negative = inhibition, usual class: inhibitors; 340,000 compounds, 3.4% hits; AID 651820, 2012; also: potency is read from the fitted curve at half-maximal effect
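After 44 h co-culture of compound, cells and HCVcc-Cre (~0.5 moi), substrate is added for 15 min at room temperature and luciferase measured over 15 sec. Cells were seeded at 1,000/well and pre-cultured 4 h.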
HCMV antiviral = qHTS Assay for inhibitors of the human cytomegalovirus (HCMV); HFF cells, HCMV-luciferase reporter, 72 h; stronger effect = lower value; activity change, negative = inhibition, % at 57.5 µM; 410,000 compounds, 4.5% hits; in the data active = activity change below about -60%; inconclusive = no clear call, values can overlap the other calls; inactive = above about -39%
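Screen run at 2 compound doses on HFFs infected with reporter HCMV, MOI 1 PFU/cell. Luciferase activity from cell lysates at 72 h post infection gave inhibition relative to buffer-only and Salinomycin wells.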
TbPYK inhibitor = qHTS of Trypanosoma Brucei Inhibitors. pyruvate kinase (Trypanosoma brucei), Q57TT1. TbPYK enzyme, Kinase-Glo Plus ATP luminescence, 45 min. Potency, µM (series often up to 76.8 µM), for inactives: top-dose activity, negative = inhibition, most hits filed as inhibitors. 410,000 compounds, 0.12% hits; also: potency is read from the fitted curve at half-maximal effect; nearly all actives have a fitted effect of over 50% in size
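ADP (130 uM final) triggers the TbPYK reaction after compound addition; incubation is 45 min at room temperature. Kinase-Glo Plus is then added and luminescence imaged. Normalized data are fitted to concentration-effect curves.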
AmpC inh no detg = qHTS Inhibitors of AmpC Beta-Lactamase (assay without detergent) | P00811 | AmpC nitrocefin hydrolysis, absorbance 480 nm, 0.0001% Triton | Potency, µM (titrated, usually from 57.1 µM), without a hit: top-dose activity change, negative = inhibition, usual class: inhibitors | 330,000 compounds, 0.52% hits | AID 485341, 2010;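 also: potency is read from the fitted curve at half-maximal effect; plate controls were no compound for no effect and no enzyme for full effect; nearly all actives have a fitted effect of over 20% in size; some results filed as inactive show a strong effect at the top dose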
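20 mM phosphate pH 7.0 + 0.01% (detergent screen) or 0.0001% Triton X-100; 5.3 nM AmpC reagent; cpd preinc 15 min RT; nitrocefin (800 uM stock) to start; A480 q20 s × 4 min; Activity was normalised to no-enzyme and no-compound control wells.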
The depositor's hits bear a star; ? = inconclusive; · = not tested or not shown; & = joins results of further samples; [ ] = remark or other dose. Unless noted, calls follow the shape of the dose curve; as a rule, active = well fitted curve in the direction sought with a large enough effect; inconclusive = small, poorly fitted or top-dose-only effect, or another doubt; inactive = no such curve, though single readings can be large; an effect the other way counts as inactive or inconclusive. Unless noted, % is scaled to controls: 0 for no effect and ±100 for the full control effect.

The line under a structure holds: AMA1 RON2 block	AmpC inh detg	LmPK inhibitor	HCV inh	HCMV antiviral	TbPYK inhibitor	AmpC inh no detg
Cc1ccnc2nc(C(=O)Nc3nnc(CC(C)C)s3)nn12
    12%	2%	1%	?	-3	-6%	-5%
COC(=O)[C@@H]1C[C@]2(Br)c3ccccc3N(S(=O)(=O)c3ccccc3)[C@@H]2N1C(=O)OC
    5%	·	·	1%	19	2%	·
O=C(CSc1ccc2c(c1)OCCO2)NC(=O)Cc1ccccc1
    -10%[11.6 µM]	-7%	3%	5%	51	-1%	-30%
Cc1c(NS(=O)(=O)c2cc(C(=O)NCCc3ccc(F)cc3)cc(Cl)c2Cl)c(=O)n(-c2ccccc2)n1C
    1%	-11%	·	15%	44	-3%	-21%
Cc1ccc(C(=O)NCCSC2CCCCC2)cc1S(=O)(=O)Nc1ccccc1
    0%	?	6%	?	-75*	1%	-11%
COC(=O)c1ccc2c(=O)n(CCCCCC(=O)NCc3ccc4c(c3)OCO4)c(=O)[nH]c2c1
    -8%	2%	-4%	-24%	34	3%	-27%
COC(CN1C(=O)C(=O)/C(=C(/O)c2ccccc2)C1c1ccccn1)OC (stereo not drawn)
    -5%	7%	-3%	11%	-12	5%	-15%
Cc1oc2ccc(O)c(CN3CCC(C)CC3)c2c1C(=O)Nc1ccccc1
    ·	-3%	·	·	-68*	-2%	·
CCN(Cc1ccccc1)C(=O)c1oc2ccc(S(=O)(=O)N3CCOCC3)cc2c1C
    -7%	4%	2%	?	?	-11%	122%[activator]
CCOC(=O)/C=C/C(=O)Nc1ccc(S(=O)(=O)Nc2cc(OC)nc(OC)n2)cc1
    -9%	·	·	·	-17	-2%	·
Cc1cccc(N(CC(=O)N/N=C/c2ccc(C(=O)O)cc2)S(=O)(=O)c2ccccc2)c1C
    -8%	·	·	16%	0	-2%	·
Cc1ccccc1OCCC(=O)OCC(=O)Nc1ccc(N2CCOCC2)cc1
    -25%	-5%	1%	24%	-1	-6%	12%
Cc1ccc(NC(=O)c2cc(S(=O)(=O)N3CCC(C)CC3)cn2C)cc1Cl
    ·	11%	·	·	?	6%	·
O=C1CN(C(=O)c2ccccc2Br)C(c2ccc(F)cc2)c2cc(F)ccc2N1 (stereo not drawn)
    2%	-3%	-4%	-15%	-2	0%	-14%
COC(=O)C(=Cc1ccc(-c2ccsc2C(=O)OC)o1)C(=O)OC
    -6%	-1%	1%	-5%	19	0%	0%
Cc1nn2c(NCc3cccnc3)c3c(nc2c1-c1ccccc1)CCC3
    27%	-9%	0%	-29%	?	-2%	1%
O=C(Nc1cccc(C(=O)N2CCN(Cc3ccccc3)CC2)c1)c1ccccc1
    0%	-8%	4%	-7%	1	12%	44%
CCCc1nn2c(=O)cc(COC(=O)c3ccccc3NC(=O)c3cccs3)nc2s1
    ·	2%	·	·	14	4%	·
CCCCCCCC1CC(/C(C)=N/NC(N)=O)OC1=O (stereo not drawn)
    89%[activator]	-19%	-5%	7%	67	-29%	3%
CC(C)(C)C(=O)Nc1ccc(Cc2ccncc2)cc1
    1%	·	·	6%	23	6%	·
CC1CCN(C(=O)COC(=O)c2ccc3c(c2)OCO3)CC1
    7%	-3%	-9%	4%	-1	0%	-37%
O=C(CN(Cc1ccc2c(c1)OCO2)C(=O)CNS(=O)(=O)c1ccccc1)NCc1ccco1
    1%	2%	-1%	-14%&2%	-10	-2%	-9%
CC(C(=O)c1ccccc1)[n+]1cccc(Br)c1 (stereo not drawn)
    9%	-11%	-9%	-1%	-5	0%	-13%
CSc1ncccc1C(=O)N1CCCC(CCC(=O)NCc2ccccc2F)C1 (stereo not drawn)
    -3%	-1%	2%	-1%	-2	7%	6%
CCOc1ccc(NC(=O)Cn2nnc(-c3ccc(C(N)=O)cc3)n2)cc1S(=O)(=O)N1CCCC1
    -13%	?	·	-11%	0	0%	-8%
CCCOc1ccc(C(=O)NCCCn2ccnc2)cc1
    1%	-6%	1%	7%	27	-1%	-4%
Cc1cccc(OCC(=O)Nc2ccc3c(c2)OCCO3)c1
    -16%	?	1%	?	17	0%	-21%
CCOc1ccc(C(=O)N2CCN(S(=O)(=O)c3ccc4c(c3)OCCO4)CC2)cc1OCC
    -16%	-7%	·	-6%	-7	-6%	-6%
CC(=O)Nc1ccc(N=Cc2ccc(OCc3ccccc3)cc2)cc1
    -2%	-13%	-19%	25%	54	-10%	-22%
COc1cccc(/C=N/NC(=O)CNC(=O)/C=C\c2ccccc2)c1O
    -8%	2%	6%	?	-21	0%	?

The list goes on:
The line under a structure holds: AMA1 RON2 block	AmpC inh detg	LmPK inhibitor	HCV inh	HCMV antiviral	TbPYK inhibitor	AmpC inh no detg
CC1(C(=O)NS(=O)(=O)c2cccc(F)c2)CCN1C(=O)CCC1CCCC1 (stereo not drawn)
    -2%	·	·	·	21	-1%	·
COc1ccc(NCCC(O)c2ccc(Cl)cc2)cc1 (stereo not drawn)
    -24%	-5%	-8%	18%	?	4%	-4%
CCC(C)(C)NC(=O)C(c1cccnc1)N(C(=O)c1csnn1)c1ccc(C)cc1 (stereo not drawn)
    1%	0%	0%	-3%	-18	-2%	20%
O=C(COC(=O)c1ccc(Cl)nc1)Nc1ncc(Cl)cc1Cl
    -2%	5%	5%	-14%	-15	2%	-29%
c1ccc(CCc2ccccc2-c2nc(-c3ccccn3)no2)cc1
    11%	?	-3%	?	-9	-8%	16%
COc1ccc(-c2c(C)c3ccc(O)c(CN4CCCCC4C)c3oc2=O)cc1OC (stereo not drawn)
    ·	22%	·	·	3	-1%	·
CCCCCOc1ccc(CN2CCOCC2)cc1Cl
    -7%	-2%	1%	-6%	62	2%	144%[activator]
Cc1cc(O)c(N=Nc2ccc(C(=O)O)cc2)cc1C
    -13%	·	·	23%	85	-12%	·
CC(C)Oc1ccc(CNC(=O)c2ccc3nc(SCc4ccc(F)cc4)n(C)c3c2)cc1
    ·	31%[activator]	·	·	-21	-7%	·
Cc1oc(-c2cccs2)cc1C(=O)N1CCC(C)(C(=O)NS(=O)(=O)C2CC2)C1 (stereo not drawn)
    12%	·	·	·	23	-2%	·
C[C@H]1O[C@H](O[C@H]2[C@H](O)[C@@H](O)[C@@H](O[C@H]3[C@H](O)[C@@H](O)C(O)O[C@@H]3CO)O[C@@H]2CO)[C@H](O)[C@@H](O)[C@@H]1N[C@H]1C=C(CO)[C@@H](O)[C@H](O)[C@H]1O (stereo partly drawn)
    ·	0%	10%	·	·	·	-6%
C=C(C)C(COc1c2occc2cc2ccc(=O)oc12)OC(C)(C)C(O)COc1c2occc2cc2ccc(=O)oc12 (stereo not drawn)
    4%	·	·	?	-25	-2%	-23%
CCOc1ccc(OCCN2C(=O)c3ccccc3C2=O)cc1
    -14%	0%	-11%	23%	·	1%	-50%
O=C(N/N=C/c1coc2ccc(Cl)cc2c1=O)c1ccncc1
    77%[activator]	-14%	0%	17%	-27	1%	-18%
O=c1c(-c2ccc(O)cc2)coc2c([C@@H]3O[C@H](CO)[C@@H](O)[C@H](O)[C@H]3O)c(O)ccc12
    1%	5%	·	14%	?	2%	-1%
CCOc1ccc(CN(CC)C(=O)Cc2c[nH]c3ccccc23)cc1OC
    -7%	?	-8%	-3%	12	-5%	28%
CCOc1ccccc1CN1CCCC(CNC(=O)Cc2ccc(OC)cc2)C1 (stereo not drawn)
    5%	-3%	8%	-15%	32	2%	-2%
CC(=O)Nc1ccc(NC(=O)CN2C(=O)CN(C)C(=O)c3ccccc32)cc1
    ·	7%	·	·	8	-3%	·
CC(c1ccco1)N(C(=O)c1ccc(Cl)c([N+](=O)[O-])c1)c1ccccn1 (stereo not drawn)
    30%[activator]	-1%	-8%	14%	-30	5%	17%
CN(c1ccccc1)c1ccc(/C=N/N2CCOCC2)cc1
    11µM*	-5%	-3%	12%	7	-9%	36%
COc1cc(/C=N/NC(=O)C(=O)NCC2CCCO2)ccc1O (stereo not drawn)
    7%	-8%	-6%	14%	11	-4%	-12%
COC(=O)c1[nH]c2cccc(OC)c2c1NC(=O)CN1CCOCC1
    -5%	-6%	3%	3%	-7	9%	0%
COc1ccc(Cn2cc(CN3CC(N4CCN(Cc5ccccc5F)CC4)CS3(=O)=O)nn2)cc1 (stereo not drawn)
    -9%	·	·	·	-23	0%	·
CCOc1ccccc1N(C)S(=O)(=O)c1ccc2c(c1)CCN2C(=O)CCC(=O)O
    -4%	2%	1%	-3%	22	14%	-11%
Cc1onc(-c2c(F)cccc2Cl)c1C(=O)Nc1cccc2nsnc12
    89%[activator]	3%	6%	0%	-26	-5%	-25%
Cc1ccccc1-c1nc(C#N)c(N2CCC(C)CC2)o1
    ?	-12%	4%	-1%	4	2%	-29%
CN(C)S(=O)(=O)c1ccc(NC(=O)Cn2c(-c3ccccc3)noc2=O)cc1
    32%[activator]	-4%	8%	7%	-36	0%	-30%
c1csc(C2=NNC(=NC3CCCCC3)SC2)c1
    29%	-10%	3%	-5%	-16	-16%	-54%
CC(=O)C(C)n1c(CN(C)Cc2ccccc2)nc2c1c(=O)n(C)c(=O)n2C (stereo not drawn)
    -6%	?	-5%	?	-1	-1%	33%
O=C(CSc1cn(CC(=O)N2CCCCC2)c2ccccc12)NCc1ccc(F)cc1
    ·	-4%	·	·	?	-18%	·
CCOC(=O)c1c(C)oc2ccc(N(C(=O)Oc3ccccc3)S(=O)(=O)c3ccc(CC)cc3)cc12
    ·	13%	·	·	6	2%	·

Complete entries from above. Values in the order: AMA1 RON2 block, AmpC inh detg, LmPK inhibitor, HCV inh, HCMV antiviral, TbPYK inhibitor, AmpC inh no detg
Listed for COc1cc(/C=N/NC(=O)C(=O)NCC2CCCO2)ccc1O (stereo not drawn) : 7%, -8%, -6%, 14%, 11, -4%, -12%
Listed for CCOc1ccccc1N(C)S(=O)(=O)c1ccc2c(c1)CCN2C(=O)CCC(=O)O : -4%, 2%, 1%, -3%, 22, 14%, -11%
